HepG2 viability – counter-screen for TGF-b inhibitors: cytotoxicity in HepG2 cells; HepG2 CAGA-GFP viability, ATP luminescence, 18 h; Potency, µM (series often up to 46.1 µM), for inactives: top-dose activity change, negative = cytotoxicity, actives largely listed as cytotoxic; hit rate 0.76% among 410,000; also: some results filed as inactive show a strong effect at the top dose
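CellTiter-Glo luminescence gave cytotoxicity after 18 hours at 37 degrees C. The cells were HepG2 CAGA-GFP in 1% FBS DMEM, stimulated with 500 pg/mL TGF-beta after compound addition. %Activity was normalised to no-cell wells (complete cell-killing) and DMSO (no toxicity), and curves were fitted and classified.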
KB-3-1 tox – KB-3-1 parental cell cytotoxicity | KB-3-1 viability, CellTiter-Glo ATP luminescence, 72 h | Potency, µM (highest dose often 46.1 µM), without a hit: top-dose activity change, negative = cytotoxic, usual class: cytotoxic | hit rate 1.4% among 400,000 | AID 1347075; also: % is scaled to controls: 0 for no effect and ±100 for the full control effect; nearly all actives have a fitted effect of over 60% in size
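KB-3-1 cells, DMEM (no phenol red) + 10% FBS; compound by pin transfer, 72 h, 37 °C. Readout: CellTiter-Glo luminescence after 10 min. Data normalized, curve-fitted.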
* = called active by the depositor; u = inconclusive; & = joins results of further samples; ! = repeats disagree. Calls follow the shape of the dose curve; as a rule, active = well fitted curve in the direction sought with a large enough effect; inconclusive = small, poorly fitted or top-dose-only effect, or another doubt; inactive = no such curve, though single readings can be large; an effect the other way counts as inactive or inconclusive. Potency is read from the fitted curve at half-maximal effect.

Values run as follows: HepG2 viability | KB-3-1 tox
CC(C)(C)OC(=O)N1CCC(c2c(C(=O)NCCN3CCOCC3)cnn2-c2ccccc2)CC1
→ 7% | -10%
Cc1cc(Cl)ccc1Nc1nc(NCc2ccco2)nc2nccnc12
→ 14% | 0%
COc1ccc(-c2nc(CS(=O)CC(=O)NCc3ccccc3OC)c(C)o2)cc1 (stereo not given)
→ -3% | 18%
CN(c1ccccc1)c1nc(C#N)nc(N2CCOCC2)n1
→ -24% | 0%
COc1cc(N(C)C)c(OC)cc1C=O
→ 22% | 2%
CCC1CN(S(=O)(=O)c2cc(-c3cc(C)no3)ccc2C)c2cc(Cl)ccc2O1 (stereo not given)
→ -25% | 5%
CNS(=O)(=O)c1cn(CC(=O)Nc2ccc(OC)cc2OC)cc1S(=O)(=O)NC
→ 7% | -3%
CNc1ccc(C=O)cc1Cl
→ 9% | u
O=C1c2ccccc2C(=O)N1c1cccc(O)c1
→ 2% | u
Cc1ccc(CNC(=O)c2c[nH]c3ccc(S(=O)(=O)Nc4ccc(C(C)C)cc4)cc3c2=O)cc1
→ 11µM* | 4%

More structures:
Values run as follows: HepG2 viability | KB-3-1 tox
O=C(Cn1c(=O)oc2cc(S(=O)(=O)NCc3ccccc3)ccc21)N(CCO)Cc1ccccc1
→ -15% | u
S=C(NCCCc1cnc[nH]1)NCCCN(Cc1ccc(Cl)cc1)c1cc(-c2ccccc2)ccn1
→ -94% | 3%
CCOC(=O)c1cc(-c2ccccc2)n(CC(=O)Nc2ccc(OC)cc2OC)c1C
→ 7% | 14%
O=C(CCC1N=C2c3ccccc3N=C(SCC(=O)Nc3ccc(F)cc3)N2C1=O)NCc1cccs1 (stereo not given)
→ -16% | 0%
Cn1c(=O)c2c(-c3ccccc3)n(-c3cccc(C#N)c3)cc2n(C)c1=O
→ -43% | -12%
C(=C\c1ccnc2ccccc12)/c1ccc(-[n+]2cc[n+](-c3ccc(/C=C/c4ccnc5ccccc45)cc3)cc2)cc1
→ -27% | 0%
C=Cc1ccc(N=Cc2ccc(N(C)C)cc2)cc1
→ -11% | 1%
Cc1ccc(CNC(=O)C2CCCN(c3nc4c(C)cc(C)cc4s3)C2)cc1 (stereo not given)
→ 2% | 9%
CC(C)(C)OC(=O)N1CCC(c2c(C(=O)N3CCN(c4cccc(Cl)c4)CC3)cnn2-c2cccc(Cl)c2)CC1
→ 6% | u
CCOc1ccc2nc(N3CCC(C(=O)Nc4cc(C)ccc4C)CC3)sc2c1
→ -21% | -1%

(list continues)
Values run as follows: HepG2 viability | KB-3-1 tox
COc1ccc(CCNC(=O)C(CC(C)C)N2Cc3ccccc3C2=O)c(OC)c1OC (stereo not given)
→ -18% | 0%
COc1ccc(-c2cn3nc(N4CCC(C(=O)Nc5ccc(C)cc5)CC4)sc3n2)cc1
→ 5% | -21%
CCC(C)NC(=O)c1cc2c(Cl)nc3ccc(C)cc3c2s1 (stereo not given)
→ 1% | 18%
Cc1cccc(Cn2c(C)c(C)c3cc(C(=O)NCc4ccc(C)o4)ccc32)c1
→ -32% | u
Cc1ccc2nc(COc3cccc(NC(=O)c4ccccc4Cl)c3)cc(=O)n2c1
→ 2% | -6%
CCOC(=O)C(C)NC(=O)c1c2c(nc3ccccc13)C(=O)N(C1CCCCC1)C2 (stereo not given)
→ -11% | 0%
Nc1c(Br)cc(C=O)cc1Br
→ -5% | 0%
COc1ccc(CCNC(=O)C(=O)NCC(c2ccco2)S(=O)(=O)c2ccc(F)cc2)cc1 (stereo not given)
→ 0% | -22%
CCC(C(=O)N1CCN(c2ccccc2F)CC1)n1nc(C)c2sc3ccccc3c2c1=O (stereo not given)
→ 11% | -4%
CCCCn1cc(S(=O)(=O)c2ccc(Cl)cc2)c(=O)c2cc(F)c(N3CCCCC3)cc21
→ -7% | 5%

Later entries
Values run as follows: HepG2 viability | KB-3-1 tox
O=C(Nc1ccc([N+](=O)[O-])cc1Cl)c1ccccc1O
→ -35%&-55% | 2.9µM*!
Cc1cc(/C=C/c2nc3ccccc3s2)ccc1N(C)C
→ -34% | -15%
O=C1CCCc2[nH]c(=O)c(C(=O)NCc3ccccc3)cc21
→ -24% | 0%
COc1ccc(C)c2sc(N(Cc3cccnc3)C(=O)COc3ccccc3)nc12
→ -30% | 1%
CCOc1ccc(NC(=O)Cn2c(=O)n(Cc3nc(-c4ccccc4)no3)c(=O)c3ccccc32)cc1
→ 16% | 0%
Cc1ccc(CN2[C@H](C)[C@H](c3ccccc3)OCCS2(=O)=O)cc1
→ 1% | 23µM*
O=C(c1cnc(N2CCOCC2)c2ccccc12)N1CCN(c2ccccc2)CC1
→ 2% | -25%
CCN(c1ccccc1)c1nnc(NC(=O)Nc2ccccc2F)s1
→ -23% | 2%
Cc1ccc(C)c(S(=O)(=O)c2nnn3c2nc(Nc2ccc(F)c(Cl)c2)c2sccc23)c1
→ -6% | u
CCOC(=O)Cc1ccc(NC(=O)N2CCOc3ccc(C)cc32)cc1
→ -12% | 0%

Continuation:
Values run as follows: HepG2 viability | KB-3-1 tox
Cc1cc(C)c(NC(=O)CCCn2c(C)c3cnn(-c4ccccc4)c(=O)c3c2C)c(C)c1
→ -36% | 1%
C=CCN(C)CCCCCCOc1ccc(C(=O)c2ccc(Br)cc2)c(F)c1
→ -51% | -17%
O=C1c2ccccc2C(=O)N1c1nc(-c2ccc(F)cc2)cs1
→ 6% | u
COc1cc(-c2nnc(SCC(=O)Oc3ccc(C)cc3C)o2)cc(OC)c1OC
→ 2% | -1%
COc1ccc(NC(=O)c2sc3nc4n(c(=O)c3c2C)CCC4)cc1Cl
→ 0% | -7%
CN(C)c1ccc(CCc2ccnc3ccccc23)cc1
→ -32% | 0%
Cc1ccc2oc(-c3ccc(C)c(NC(=O)COc4ccccc4C)c3)nc2c1
→ 4% | 1%
CCOc1ccc(N(CC)S(=O)(=O)N2CCCC(C(=O)Nc3ccc(NC(C)=O)cc3)C2)cc1 (stereo not given)
→ -16% | 1%
O=C(c1ccco1)N(Cc1cccs1)c1ccc(O)cc1
→ -6% | 3%
CNS(=O)(=O)c1cn(CC(=O)N2CCN(c3cccc(C)c3C)CC2)cc1S(=O)(=O)NC
→ -4% | 2%

(cont.)
Values run as follows: HepG2 viability | KB-3-1 tox
O=C(c1ccco1)N(Cc1cccnc1)c1nc2c(F)cccc2s1
→ -24% | 0%
O=S(=O)(/N=C(/Sc1ccccc1)c1ccccc1)c1ccc(Cl)cc1
→ -7% | u
COc1ccccc1CCNC(=O)c1cc2ccccn2n1
→ -21% | 1%
CCN1CCN(C(c2ccc(SC)cc2)c2c(O)cc(C)n(Cc3ccco3)c2=O)CC1 (stereo not given)
→ -17% | -3%
O=C(NCC(c1cccnc1)N1CCc2ccccc21)c1cccc(F)c1 (stereo not given)
→ -22% | 0%
COc1ccc(CCNC(=O)CSCc2nc(-c3ccc(OC)c(OC)c3)oc2C)cc1OC
→ -22% | -4%
Nc1cccc(/C=C/c2ccnc3ccccc23)c1
→ 4% | u
CC[n+]1ccnc2ccccc21
→ 3.5µM* | -24%
CCCS(=O)(=O)c1c(Nc2ccccc2C)sc(C(=O)c2ccccc2)c1N
→ -22% | u
CC1(C)CC(=O)C2=C(C1)NC(Nc1nc3ccccc3o1)=NC2c1cccc(O)c1 (stereo not given)
→ -38% | -16%

Going on with the list:
Values run as follows: HepG2 viability | KB-3-1 tox
CCOC(=O)c1ccc(NC(=O)CCS(=O)(=O)c2ccc(C)cc2)cc1
→ -3% | -8%
CCc1cccc2c(C(O)c3c[nH]c4ccccc34)c[nH]c12 (stereo not given)
→ -80% | u
O=C(c1cc2ccc3cccnc3c2[nH]1)N1CCN(c2ccc(Cl)cc2)CC1
→ -4% | -4%
c1coc(CNc2nc(NCc3ccco3)c3ccccc3n2)c1
→ -12% | -27%
CCOc1ccc(NS(=O)(=O)c2c(C)nc3sc(C)c(C)n3c2=O)cc1
→ -2% | -24%
O=C(CNC(=O)c1ccccc1)NCC(=O)OCC(=O)c1ccc2ccccc2c1
→ -14% | u
CC1(C)Cc2ccccc2-c2c[nH]c(=O)n21
→ -4% | 7%
CN(C)c1ccc(N=Nc2ccnc3ccccc23)cc1
→ 16% | u
COc1cc(-c2noc(C)c2C#CCCN2C(=O)c3ccccc3C2=O)cc(OC)c1OC
→ -1% | 15%
Cc1ccnc2ccc(I)cc12
→ 4% | 1%

The listing continues:
Compound | HepG2 viability | KB-3-1 tox
COc1ccccc1CNC(=O)c1cccc(NC(=O)N2CCSc3ncccc32)c1 | 5% | -17%
OC(C[n+]1c(Cl)ccc2ccccc21)c1ccccc1 (stereo not given) | 3% | -22%
C[S+](C)CC(=O)c1ccc2ccccc2c1 | -12% | 29%
COc1cc(Cl)c(C)cc1NC(=O)c1cnc2c(-c3cccc(C)c3)c(C)nn2c1C | -3% | -4%
O=C(NCc1ccccc1Br)C1CCCN(C(=O)N2CCOc3ccccc32)C1 (stereo not given) | -27% | 2%
Cc1cccc(Nc2c(-c3ccsc3)nc3nc(C)cc(C)n23)c1 | -17% | 23%
CC(=O)c1ccc(NS(=O)(=O)c2ccc(-c3cc(C)no3)s2)cc1 | -9% | 5%
CCOC(=O)c1cc(-c2ccccc2)n(-c2cccc(C(=O)Nc3cccc(C(C)=O)c3)c2)c1C | 5% | 1%
Cc1cc(NC(=O)Nc2nnc(N(C)C3CCCCC3)s2)ccc1Br | -2% | 10%
COc1cc2c(NC3CCN(C(C)C)CC3)nc(N3CCCN(C)CC3)nc2cc1OCCCN1CCCC1 | 1% | u
Cc1ccc(S(=O)(=O)c2nnn3c2nc(NCc2ccccc2Cl)c2sccc23)cc1 | -3% | 2%
COc1ccc(/C=C/c2ccnc3ccccc23)cc1OC | -19% | u
COc1ccc(Cn2c(SCc3ccc(C(=O)NCCc4ccccc4)cc3)nc3cccnc32)cc1 | -43% | -1%
COc1ccc(CNC(=O)c2cccc(-n3cnc4cccnc43)c2C)cc1 | -15% | 3%
COc1cccc(CNC(=O)C2=C(C)C(=O)OC23CCCCCC3)c1 | -22% | 2%
CCCS(=O)(=O)N1CC(=O)N(c2ccc(Cl)cc2C)C(C)(C(=O)NC2CCCC2)C1 (stereo not given) | -16% | 12%
Cc1cccc(-c2noc(CSc3nc(-c4ccc(F)cc4)cc(=O)[nH]3)n2)c1 | -2% | 9%
O=C1CCC[C@@H]2C[C@@]3(C[C@@H]4CCN1[C@H]24)Nc1ccccc1NC3=NCc1ccccc1 | 4% | 7%
Cc1ccc(-n2ncc(C(=O)N3CCc4ccccc4C3)c2C2CCN(C(=O)OC(C)(C)C)CC2)cc1C | -1% | -1%
CCOc1ccc(NC(=O)CN2CCN(CC(=O)Nc3ccccc3OCC)CC2)cc1 | 6% | -13%

(cont.)
Compound | HepG2 viability | KB-3-1 tox
Cn1ncc(C(=O)N2CCN(c3ccc(F)cc3)CC2)c1C1CCN(C(=O)OC(C)(C)C)CC1 | -2% | 15%
ICC[n+]1csc2ccccc21 | -17% | -17%
COc1ccc(OC)c(NC(=O)C(C)n2c(=O)c(-c3ccccc3NC(C)=O)nc3ccccc32)c1 (stereo not given) | -17% | 10%
Cc1ccc(-c2nc(CS(=O)(=O)CC(=O)NC(C)CCc3ccccc3)c(C)o2)cc1 (stereo not given) | -61% | -9%
CCOc1ccc2nc(N3CCCC(C(=O)NCCc4ccc(OCC)c(OCC)c4)C3)sc2c1 (stereo not given) | -1% | -22%
CNc1c(Br)cc(/C=C2\C=C(C(O)c3cc(Br)c(NC)c(Br)c3)c3ccccc32)cc1Br (stereo not given) | -16% | -29%
CCCS(=O)(=O)N1CC(=O)N(c2cccc(F)c2)C(C)(C(=O)NC2CCCCCC2)C1 (stereo not given) | -1% | 8%
Cc1ccc(Cl)cc1N1CCN(C(=O)c2cnc3c(-c4ccc(F)cc4)c(C)nn3c2C)CC1 | -1% | -13%
Cc1ccc(-c2[nH]ncc2CNCc2ccccc2)cc1 | 9% | 28%
CCC(C(=O)Nc1cccc(Cl)c1C)n1nc(C)c2sc3ccccc3c2c1=O (stereo not given) | -12% | 7%
Cc1cccc(CNC(=O)c2cccc(NC(=O)N3CCSc4ncccc43)c2)c1 | -3% | -11%
Cc1ccc2oc(-c3ccc(C)c(NC(=O)COc4ccc(Cl)cc4)c3)nc2c1 | -10% | 18%
O=C(Nc1ccc2ccccc2c1)c1nc(S(=O)(=O)Cc2ccccc2F)ncc1Cl | -62% | 14%
COc1ccc(C(=O)NCc2ccc3c(c2)CCN3C(=O)c2ccncc2)cc1 | -5% | 6%

A second format for some results above.
CCCS(=O)(=O)N1CC(=O)N(c2cccc(F)c2)C(C)(C(=O)NC2CCCCCC2)C1 (stereo not given)
  HepG2 viability: -1% | KB-3-1 tox: 8%
Cn1ncc(C(=O)N2CCN(c3ccc(F)cc3)CC2)c1C1CCN(C(=O)OC(C)(C)C)CC1
  HepG2 viability: -2% | KB-3-1 tox: 15%
CNc1c(Br)cc(/C=C2\C=C(C(O)c3cc(Br)c(NC)c(Br)c3)c3ccccc32)cc1Br (stereo not given)
  HepG2 viability: -16% | KB-3-1 tox: -29%
COc1ccc(OC)c(NC(=O)C(C)n2c(=O)c(-c3ccccc3NC(C)=O)nc3ccccc32)c1 (stereo not given)
  HepG2 viability: -17% | KB-3-1 tox: 10%

2 records picked at random from those above, as already listed:
Compound | HepG2 viability | KB-3-1 tox
COc1ccc(CNC(=O)c2cccc(-n3cnc4cccnc43)c2C)cc1 | -15% | 3%
COc1ccc(C(=O)NCc2ccc3c(c2)CCN3C(=O)c2ccncc2)cc1 | -5% | 6%

High-throughput results (PubChem)

This is a subset. The share of hits here may be higher or lower than overall.
